KLF5 inhibitor = inhibitors of KLF5 expression. DLD-1 KLF5 promoter-luciferase reporter, luminescence. inhibition, % at 5 µM. 0.23% of 290,000 active. AID 1700;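 active means inhibition above a per-plate limit of that plate's mean compound inhibition plus 3 SD, cut at about 60% in these data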;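 further: 0% = DMSO wells and 100% = LY294002 at 200 µM; higher means less KLF5 promoter-driven luciferase light; inactives centre near -14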
Platelet DG rel = platelet dense granule release activity. AID 1663. human platelet-rich plasma, SFLLRN dense granule ATP release, luminescence. 0.22% of 300,000 active. inhibition, %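 (compounds screened at 7.5 µM in platelet-rich plasma)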;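 active means mean replicate score, as percent of positive control, at or above 50; inconclusive means mean below 50 but at least one replicate at or above 50; inactive means mean and every replicate below 50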
HSP90 refold inh = inhibitors of HSP90 luciferase refolding in rabbit reticulocyte lysate | luciferase refolding luminescence, 3 h | inhibition, % at 5.6 µM | 0.91% of 290,000 active;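 active means inhibition above the screen-wide mean plus 3 SD, computed separately per campaign, cut at about 16% in these data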;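 further: 0% = DMSO wells and 100% = 60 µM geldanamycin wells; inhibitors lower the luminescence because luciferase stays unfolded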
aSyn UTR inh = MLPCN primary screen, SNCA 5' untranslated region; alpha-synuclein 5'UTR reporter, inhibitor activity; inhibition, % (tested at 7.5 µM); 0.82% of 300,000 active; in the data active means inhibition above about 60%; inconclusive means no clear call, values can overlap the other calls;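 further: H4 neuroglioblastoma cells stably carrying SNCA 5'UTR luciferase fusion; 0% = DMSO wells and 100% = positive control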
HSF-1 act = increases HSF-1 driven luciferase reporter signal | AID 504408 | activation, % at 9 µM | 1.7% of 300,000 active | NIH3T3-HGL HSF-1 luciferase reporter, MG132, 8 h; 100% = twice DMSO control signal;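 active means mean replicate activation of at least 50% with a set share of replicates each reaching 50%; inconclusive means only one of those two conditions met; inactive means mean below 50% and too few replicates reaching it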;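 further: 0% = median of the neutral control wells and 100% = twice that signal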
IEC-6 tox = IEC-6 cytotoxicity, counter-screen for KLF5 inhibitors. luminescence viability. inhibition, % at 5 µM. 0.78% of 290,000 active. AID 1825; in the data active means inhibition above about 22%;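 further: 0% = plate median of test compound wells and 100% = cytotoxic reference compound wells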
HSF1 inhib = HSF1 inhibition; NIH3T3-HGL HSE-luciferase, MG132-induced, luminescence 8 h; active compounds read low; activity change, negative = inhibition, % at 7.5 µM (by protocol); 0.77% of 300,000 active; AID 2098;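 active means more than half of replicate wells show activity change below -50%, luminescence cut by over half; inconclusive means some wells, but at most half, below -50%; inactive means no replicate well below -50%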;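 further: luciferase reports HSF-1 transcriptional activity via heat shock element; 0% = median of DMSO wells and -100% = zero luminescence signal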
AI-2 QS mod = Vibrio harveyi AI-2 quorum sensing modulation; Vibrio harveyi JMH597 AI-2 luminescence/OD600 ratio, 9 h; active compounds read low; strain lacks LuxN and CqsS sensors; 0 = neutral-control median; activity change, % at 7.5 µM; 0.4% of 300,000 active; AID 2094; in the data active means activity change below about -75%, passing the limit was not always enough; inconclusive means no clear call, values can overlap the other calls;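 further: luminescence divided by OD600 gain over 9 h not by final OD600 alone; inactives centre near 13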
SKKanGAS inh = SKKanGAS growth inhibition | S. pyogenes SKKanGAS, kanamycin growth, BacTiter-Glo, 6 h | inhibition, % at 7.5 µM | 1.3% of 300,000 active;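 active means mean replicate score, as percent of positive control median, at least 50; inconclusive means mean below 50 but one replicate at or above 50; inactive means mean and every replicate below 50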;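 further: strain carries kanamycin resistance gene driven by streptokinase promoter and grows in 40 µg/ml kanamycin; loss of luminescence reflects streptokinase promoter inhibition or plain growth inhibition; 0% = median of DMSO wells and 100% = positive control at its reference dose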
HIF act = HIF pathway transcriptional activation; 0.32% of 300,000 active; U2OS HRE-luciferase reporter, luminescence; normalized: DMSO 0%, desferrioxamine 100%; activation, % at 7.5 µM (by protocol);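 active means mean activation of at least 10% of the iron chelator positive control signal, with at least half of replicates also reaching 10%; inconclusive means mean and replicate majority disagree about reaching 10%; inactive means mean and most replicates under 10%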
Numbers without * were called inactive; ? = inconclusive; / = no result given.

SMILES	KLF5 inhibitor	Platelet DG rel	HSP90 refold inh	aSyn UTR inh	HSF-1 act	IEC-6 tox	HSF1 inhib	AI-2 QS mod	SKKanGAS inh	HIF act
COc1cc([N+](=O)[O-])cc(/C=N/NC(=O)C(C)Nc2cccc(C)c2)c1O (configuration not stated)	7.7	1.8	0.2	11.0	1.6	-2.0	-15.5	37.9	58.6*	-0.3
CCCc1nnc(SCC(=O)Nc2ccc(OC)cc2)n1N	-11.1	11.9	0.4	3.4	5.2	4.2	5.0	4.0	0.2	-0.4
Cc1nc(SCC(N)=O)c(C#N)c(C)c1C	-7.2	1.4	-0.3	-1.7	-0.5	1.5	-4.4	/	-2.7	-0.1
CCCCC(=O)Nc1ccc(C(=O)OC2CCCCC2)cc1	-29.6	-3.9	7.5	-10.9	9.6	24.4*	2.4	25.0	-6.2	-0.8
COc1ccc(-c2ccc(SCC(=O)NCc3ccc4c(c3)OCO4)nn2)cc1OC	-31.7	-1.7	-5.3	-21.4	7.7	-4.3	6.4	-8.7	-11.7	0.3
O=C(CCc1ccc(S(=O)(=O)NCc2ccccc2)cc1)NCc1ccco1	-41.2	-16.7	-4.7	-20.1	19.5	-2.5	6.7	3.1	-8.1	-57.0
O=S(=O)(c1cccc(C(F)(F)F)c1)N1CCC(CO)(CCCc2ccccc2)CC1	-47.8	1.9	-2.0	2.4	10.6	-6.9	3.0	16.8	24.3	0.4
N/C(=N\OC(=O)CN1C(=O)c2ccccc2C1=O)c1ccc(Cl)cc1	-26.9	5.3	2.2	5.2	20.2	-5.2	17.0	-4.3	0.2	0.5
Fc1ccc(Cn2nnc(-c3ccc(CN4CCOCC4)cc3)n2)cc1	7.6	4.6	1.1	5.8	18.5	-4.6	4.5	10.1	3.3	-0.1
O=C(NCCN1CCCCC1)Nc1ccccc1	7.5	10.4	5.0	-5.9	-6.3	12.4	-3.6	11.3	-0.7	0.2
Cc1ccc2c(C)c(C(=O)N3CCN(Cc4ccccn4)CC3)oc2c1C	-26.1	-9.5	1.3	7.8	-8.3	9.4	4.9	15.3	15.0	0.8
COc1cccc(C(O)c2nc3ccccc3n2C(C)C)c1OC (configuration not stated)	-28.4	2.8	0.2	15.1	5.4	0.8	-2.6	16.8	18.4	-21.3
Cc1nnc(NC(=O)c2ccc(S(=O)(=O)C(F)F)cc2)s1	-67.0	4.3	3.6	-78.4	27.8	-2.9	7.0	3.6	5.0	1.5
O=C(Nc1ccccc1)N1CCCc2ccccc21	-5.8	9.8	3.1	28.1	18.2	12.7	7.7	-21.3	-2.1	0.5
COc1ccc(-c2cc(C(=O)N3CCCc4ccccc43)no2)cc1OC	3.5	5.2	0.0	-4.4	-0.6	0.3	4.8	42.3	-8.5	0.4
Cc1ccc(NC(=O)Cn2nnc(C(=O)NCCc3ccccc3)c2N)c(C)c1	-18.8	1.0	-3.3	18.7	2.9	-5.3	-3.2	29.7	-14.0	0.3
COC1=NS(=O)(=O)c2ccccc21	1.0	-11.4	-2.2	14.2	-16.5	7.2	-5.3	11.3	-2.9	-0.3
Cc1cc(C)cc(Nc2c(F)c(F)c(F)c(F)c2C(=O)O)c1	-5.2	1.0	0.5	14.5	-5.0	-4.7	0.1	10.9	10.8	-0.1
CN(C)C(CNc1ncccn1)c1ccccc1 (configuration not stated)	-11.4	-1.2	-0.3	20.1	-6.7	0.3	2.8	5.9	-1.4	-0.3
COC(=O)c1nc(NC(=S)NC(=O)c2cccs2)sc1C	-112.6	3.4	-6.5	-80.5	15.3	-4.1	11.4	17.8	59.6*	1.9
CCCCn1c(NC(C)=O)c(C#N)c2nc3ccccc3nc21	8.7	-10.2	23.6*	4.1	5.1	2.5	-0.5	21.8	6.5	-0.8
O=C(NC(NC(=S)N1CCOCC1)C(Cl)(Cl)Cl)c1ccc(Cl)cc1 (configuration not stated)	10.8	4.6	-6.7	66.1*	-18.8	23.8*	-14.2	-12.5	-1.8	0.0
COc1cc2ccccc2cc1C(=O)N1CC(C)CC(C)C1 (configuration not stated)	-22.2	20.3	-1.2	9.3	-2.1	4.7	-1.0	11.5	-0.2	0.1
Cc1ccc(C(=O)Nc2ccc(C(=O)N/N=C/c3ccccn3)cc2)cc1	-3.2	-2.6	6.5	-36.4	?	0.6	30.6	19.3	-2.5	1.5
N#Cc1c(NC(=O)CSc2nc(N)cc(=O)[nH]2)sc2c1CCCCCC2	-14.9	-5.8	-1.1	14.5	/	3.6	/	6.4	-5.3	0.3
CCOc1ccc(NC(=O)c2ccccc2-c2ccccc2C(=O)O)cc1	/	8.8	/	-62.8	-1.6	/	3.7	10.0	-6.8	0.3
CC(=O)N1CCN=C1SCc1ccccc1Cl	-11.7	-9.9	-1.5	-8.4	-2.9	0.0	3.6	17.9	4.5	/
CCNC(=O)C(=O)Nc1cc2c3c(c1)CCN3C(=O)CC2	-9.2	-23.6	-2.7	-16.4	21.3	-7.7	-6.4	18.4	-1.2	-0.2
COc1ccc2c(c1OC)C(=O)N(c1ccc(O)cc1)C2=O	-11.4	7.0	2.5	1.2	8.4	5.1	6.2	22.9	0.9	0.3
CC(C)(CNC(=O)C1c2ccccc2-c2ccccc21)N1CCOCC1	-14.5	4.3	2.7	0.1	-8.3	1.9	1.9	/	-1.6	-1.6
Cc1ccn2cc(C(=O)Nc3ccc4c(c3)OCCO4)nc2c1	-136.1	-9.7	12.7	-4.8	-11.8	4.1	-4.7	14.0	-3.3	-0.7
C=CCn1cnc2scc(-c3ccc(CC)cc3)c2c1=O	-49.2	-0.9	0.8	25.8	9.9	12.4	-4.1	1.1	-0.2	-1.4
COc1ccc(NC(=O)COc2ccc(CNCCCN3CCOCC3)cc2OC)cc1	-16.6	-7.6	-0.9	4.7	1.0	1.3	0.0	13.1	-6.8	/
COCCNc1ccc(N2C(=O)CCCC2=O)cc1[N+](=O)[O-]	4.4	0.1	3.6	1.5	0.2	9.3	1.0	-3.2	-6.0	0.0
Cc1cccc(NC(=O)C2CCCN(C(=O)NCc3ccccc3)C2)c1C (configuration not stated)	-4.1	1.3	-2.2	-11.5	23.5	-2.7	12.6	21.4	1.7	-0.3
CCn1c2ccccc2c2cc(/C=N/n3c(-c4cc(C)[nH]n4)n[nH]c3=S)ccc21	15.6	13.6	2.8	2.3	-8.3	-1.9	-9.1	61.9	15.2	-0.9
c1ccc2c(c1)CCc1ccccc1C2=C1CCNCC1	/	2.1	/	2.1	5.8	/	-6.7	25.2	-5.4	0.4
O=C(COc1ccc2c3c(c(=O)oc2c1)CCC3)NC(Cc1ccc(Cl)cc1)C(=O)O (configuration not stated)	-3.2	1.5	-1.8	4.3	1.2	-3.3	-4.2	28.7	-0.1	-0.1
Cc1ccc(C)c(S(=O)(=O)NCCCn2ccnc2)c1	-11.1	-33.6	-2.0	2.4	-12.2	1.3	3.4	13.7	-1.6	0.3
CC(C)c1ccc(Nc2nc(Cl)nc(NCCO)n2)cc1	-23.8	2.2	2.0	-18.6	-0.1	3.3	-2.4	-4.6	12.9	-1.5
Cc1ccc(-n2nc3c(c2NC(=O)c2cccs2)CS(=O)(=O)C3)cc1C	12.1	-4.7	1.7	4.5	3.5	1.7	-3.5	-12.8	1.1	-0.2
COc1ccc(Cl)c(Cn2c(NCCCO)nc3c2c(=O)n(C)c(=O)n3C)c1	-15.0	11.1	-2.8	14.6	-3.2	-3.9	-0.3	38.2	8.6	-0.2
CCOCCn1c(SCC)nc2c1c(=O)[nH]c(=O)n2C	-3.2	0.0	-1.1	20.6	1.3	-4.3	1.1	9.2	0.2	-0.8
CC1Sc2ccc(S(=O)(=O)CCC(=O)N3CCN(c4cccc(Cl)c4)CC3)cc2NC1=O (configuration not stated)	-3.5	0.3	-0.5	-6.0	1.8	-3.8	-4.1	16.3	-2.2	0.0
COc1cc(-n2c(=O)c3ccccc3n(CC(=O)c3ccc(F)cc3)c2=O)cc(OC)c1OC	-5.2	6.3	0.0	2.1	-14.8	-1.1	-0.1	-3.9	-3.2	-0.1
O=C(O)Cn1cnc2scc(-c3cccs3)c2c1=O	-10.1	/	1.1	-10.6	0.8	-3.7	-3.8	-2.5	-1.9	-0.4
CCOC(=O)c1c(/N=C/c2ccc(C)cc2O)sc2c1CCN(C)C2	-29.2	11.5	1.3	-6.4	1.6	-3.9	-1.3	12.5	0.9	0.0
CCn1c2ccccc2c2cc(NC(=O)CNC)ccc21	-10.0	-16.4	4.6	16.9	-4.5	2.0	4.0	-1.4	-18.1	0.3
Cc1ccc(C(=O)O)cc1-n1c(C)cc(C=O)c1C	28.3	7.3	0.1	-22.0	-4.9	-0.4	-4.6	23.8	2.8	1.5
COc1cc(OC)cc(C(=O)O/N=C(\N)c2ccccn2)c1	-119.2	13.1	2.1	-129.6	55.0*	-2.9	29.5	20.9	4.8	2.3
OC(COC(c1ccccc1)c1ccccc1)CN1CCN(c2cccc(Cl)c2)CC1 (configuration not stated)	-6.0	3.4	5.4	13.7	7.5	5.6	-0.6	7.7	19.8	-0.1
O=C(NCCN1CCCC1)c1ccc(Cn2c(=S)[nH]c3ccc(Br)cc3c2=O)cc1	-8.9	5.8	0.1	12.3	2.6	0.0	-9.0	3.4	11.0	-0.7
O=C(CN1CCN(c2cccc(Cl)n2)CC1)N1CC(O)CO1 (configuration not stated)	-17.1	-1.0	0.1	28.0	7.9	3.9	-4.6	17.6	-7.0	-0.2
CSc1ccccc1NC(=O)C1CC(c2ccccc2O)=NO1 (configuration not stated)	-21.6	3.0	-4.3	-16.9	-1.5	-4.1	-8.9	22.1	-7.4	1.4
Cc1[nH]c2ccccc2c1-c1ccc(Cl)nn1	-25.2	5.3	0.0	30.5	22.0	3.9	-0.1	13.0	2.4	-0.3
COc1ccccc1CCNC(=O)C(C)n1nc(C)c2c(C)n(-c3ccccc3)nc2c1=O (configuration not stated)	26.2	8.5	-5.1	10.0	3.8	-6.2	1.7	9.7	3.7	-0.3
Cc1cc(Cl)c(OCCCN(C)C)c(Br)c1	-12.1	1.3	-0.6	8.5	28.4	-2.4	9.8	9.8	-1.3	-0.2
Cc1ccc(C)c(NC(=O)C2CC3CCC2C3)c1 (configuration not stated)	-37.8	3.0	-3.9	-24.0	6.0	-1.9	0.5	4.4	3.1	-8.4

Screening results (PubChem BioAssay)
